# GAA inhib: qHTS Assay for Inhibitors of Human alpha-Glucosidase as a Potential Chaperone Treatment of Pompe Disease; Potency, µM (top dose mostly 76.9 µM), for inactives: at the highest dose activity change, negative = inhibition, actives largely listed as inhibitors; AID 1466, 2008; purified human GAA, 4-MU-alpha-glucoside fluorescence; 200,000 compounds, 0.005% hits; Lysosomal alpha-glucosidase (Homo sapiens), P10253;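 also: plate controls were uninhibited enzyme wells for no effect and no-enzyme background for full effect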
#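 AC50 values come from Hill fits of compound titrations (up to 77 uM) against 4 nM human enzyme. Substrate 4-methylumbelliferyl-alpha-D-pyranoside at 400 uM, pH 5.0 citrate buffer, 20 min room temperature; fluorescence Ex 365/Em 440 after alkaline stop.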
# JMJD2E inh: qHTS Assay for Inhibitors of Human Jumonji Domain Containing 2E (JMJD2E). Lysine-specific demethylase 4E (Homo sapiens), B2RXH2. JMJD2E catalytic domain, FDH-coupled NADH fluorescence (FDH is formaldehyde dehydrogenase). Potency, µM (highest dose often 57.1 µM), inactives show at the highest dose activity change, negative = inhibition, actives largely listed as inhibitors. 230,000 compounds, 1.6% hits; active = well fitted inhibition curve with a large enough effect, not every such curve was filed as active; inconclusive = small, poorly fitted or top-dose-only effect, or another doubt; inactive = no such curve, though single readings can be large or run the other way;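 also: 0% = wells with enzyme and -100% = buffer wells without enzyme; nearly all actives have a fitted effect of over 50% in size; many of its hits are not listed in these tables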
# SMN2 splice up: qHTS Assay for Enhancers of SMN2 Splice Variant Expression. HEK293 SMN2-luciferase splicing reporter, luminescence, 30-36 h. Potency, µM (titrated, usually from 46.1 µM), for inactives: at the top dose activity change, positive = activation, most hits filed as activators. 210,000 compounds, 2.8% hits; also: % of control where 0% means no effect; nearly all actives have a fitted effect of over 55% in size
#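 HEK293 cells carry an SMN2 […]–luciferase reporter in which exon 7 inclusion puts luciferase in frame. Cells were plated 10-12 h before compound addition, then incubated 30-36 h at 37C. ONE-Glo luminescence was read; sodium butyrate at 4.5 mM final served as control.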
# GAA spleen mod: qHTS Assay for Inhibitors and Activators of Human alpha-Glucosidase From Spleen Homogenate. human spleen homogenate, 4-MU-alpha-glucoside fluorescence. Potency, µM (highest dose often 79.9 µM), for inactives: top-dose activity change, negative = inhibition, hits mostly inhibitors. 240,000 compounds, 0.006% hits. AID 2112, 2009;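 also: 0% = enzyme with vehicle and -100% = no enzyme basal signal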
#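 AC50 values come from Hill-equation fits of concentration-response data, normalized to no-enzyme and full-activity controls. Enzyme source: 1 ug human spleen homogenate; 1 mM fluorogenic 4-MU glucoside, pH 5.0 citrate buffer, 37 C, 40 min.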
# RGS12 GoLoco inh: qHTS Assay for Inhibitors of RGS12 GoLoco Motif Activity (Red Fluorophore). Guanine nucleotide-binding protein G(i) subunit alpha-1 (Homo sapiens), P63096. Gai1:RGS12 GoLoco peptide FP, rhodamine, 10 min. Potency, µM (doses to about 61.6 µM), for the others: top-dose activity, negative = inhibition, actives largely listed as inhibitors. 230,000 compounds, 0.44% hits; active = well fitted inhibition curve with a large enough effect, not every such curve was filed as active; inactive = no such curve, though single readings can be large or run the other way; also: % is scaled to controls: 0 for no effect and ±100 for the full control effect; nearly all actives have a fitted effect of over 30% in size; many of its hits are not listed in these tables
# ALDH1A1 inh: qHTS Assay for Inhibitors of Aldehyde Dehydrogenase 1 (ALDH1A1) | Purified ALDH1A1, NADH fluorescence, propionaldehyde substrate | Potency, µM (highest dose often 75.3 µM), for the others: at the top dose activity, negative = inhibition, hits mostly inhibitors | 220,000 compounds, 7.3% hits; active = well fitted inhibition curve with a large enough effect, not every such curve was filed as active; inconclusive = small, poorly fitted or top-dose-only effect, or another doubt; inactive = no such curve, though single readings can be large or run the other way;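 also: plate controls were no enzyme wells and a reference inhibitor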
# Target sequence (P00352 whole entry, looked up): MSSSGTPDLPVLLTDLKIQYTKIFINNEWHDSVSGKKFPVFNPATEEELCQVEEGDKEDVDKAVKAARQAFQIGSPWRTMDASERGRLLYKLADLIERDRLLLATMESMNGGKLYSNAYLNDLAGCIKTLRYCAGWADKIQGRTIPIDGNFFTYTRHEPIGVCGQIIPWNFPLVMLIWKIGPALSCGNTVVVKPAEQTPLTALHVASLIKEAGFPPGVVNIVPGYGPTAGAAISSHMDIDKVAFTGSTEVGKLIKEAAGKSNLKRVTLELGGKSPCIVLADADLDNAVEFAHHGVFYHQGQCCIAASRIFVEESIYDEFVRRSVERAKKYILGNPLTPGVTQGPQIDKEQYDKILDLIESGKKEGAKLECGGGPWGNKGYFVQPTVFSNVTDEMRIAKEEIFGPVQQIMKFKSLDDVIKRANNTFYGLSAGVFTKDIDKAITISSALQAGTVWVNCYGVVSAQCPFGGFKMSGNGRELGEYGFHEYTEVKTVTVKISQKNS
# aGal spleen mod: qHTS Assay for Inhibitors and Activators of Human alpha-Galactosidase From Spleen Homogenate; 240,000 compounds, 0.008% hits; human spleen homogenate, 4MU-alpha-Gal fluorescence, 40 min; Potency, µM (highest dose often 80 µM), for the others: top-dose activity change, negative = inhibition, actives largely listed as inhibitors; Alpha-galactosidase A (Homo sapiens), P06280;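 also: 0% = enzyme with vehicle and -100% = no enzyme basal signal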
# Target sequence (P06280 32-429 limits assumed): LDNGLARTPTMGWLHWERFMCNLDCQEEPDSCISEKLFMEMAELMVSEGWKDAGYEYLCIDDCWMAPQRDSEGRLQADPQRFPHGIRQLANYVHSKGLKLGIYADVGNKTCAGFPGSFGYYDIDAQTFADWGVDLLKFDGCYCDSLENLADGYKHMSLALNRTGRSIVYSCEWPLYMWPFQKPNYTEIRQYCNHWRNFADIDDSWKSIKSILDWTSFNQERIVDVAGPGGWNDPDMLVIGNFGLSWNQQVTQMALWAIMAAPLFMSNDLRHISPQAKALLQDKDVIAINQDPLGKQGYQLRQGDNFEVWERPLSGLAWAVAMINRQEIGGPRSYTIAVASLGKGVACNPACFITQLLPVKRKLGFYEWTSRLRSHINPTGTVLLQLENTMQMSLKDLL
#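 Human spleen homogenate (1 ug) as enzyme source, 4-methylumbelliferyl-alpha-D-galactopyranoside 1 mM final, citrate/phosphate pH 5.0 with 0.01% Tween-20. Compounds 40 min at 37C, NaOH/glycine stop; fluorescence Ex 365/Em 440, Hill-fit AC50.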
# GAA glycogen: qHTS Assay for Inhibitors and Activators of Human alpha-Glucosidase Cleavage of Glycogen; Lysosomal alpha-glucosidase (Homo sapiens), P10253; recombinant GAA, glycogen substrate, Amplex Red glucose oxidase fluorescence; Potency, µM (titrated, usually from 76.4 µM), for the others: at the highest dose activity change, negative = inhibition, most hits filed as inhibitors; 300,000 compounds, 0.38% hits;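 also: 0% = full enzyme reaction and -100% = no-enzyme basal signal; the screen sought inhibitors and activators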
#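 Recombinant human enzyme (4 nM); glycogen substrate; 37 C, 40 min, pH 5.0. Readout: coupled glucose oxidase/Amplex Red fluorescence.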
# Numbers without * were called inactive; ? = inconclusive; · = no result given; [ ] = remark or other dose. Unless noted, calls follow the shape of the dose curve; as a rule, active = well fitted curve in the direction sought with a large enough effect; inconclusive = small, poorly fitted or top-dose-only effect, or another doubt; inactive = no such curve, though single readings can be large; an effect the other way counts as inactive or inconclusive. Potency is read from the fitted curve at half-maximal effect. A portion of the library, so the mix of outcomes need not match the whole.
# The first three compounds, to show the layout:
SMILES,GAA inhib,JMJD2E inh,SMN2 splice up,GAA spleen mod,RGS12 GoLoco inh,ALDH1A1 inh,aGal spleen mod,GAA glycogen
Cc1nn(Cc2c(F)cccc2Cl)c(C)c1NC(=O)C1CC1,-5%,-3%,22%,8%,2%,4%,3%,-1%
COC(=O)c1ccccc1NC(=O)CSc1nc2cccnc2n1C,4%,-12%,·,-1%,15%,4%,5%,-2%
O=C(Cn1cc2c(n1)CCCC2)Nc1ccccc1Cl,-1%,1%,-12%,3%,8%,5%,9%,1%

# All compounds of this part (from the top)
SMILES,GAA inhib,JMJD2E inh,SMN2 splice up,GAA spleen mod,RGS12 GoLoco inh,ALDH1A1 inh,aGal spleen mod,GAA glycogen
Cc1nn(Cc2c(F)cccc2Cl)c(C)c1NC(=O)C1CC1,-5%,-3%,22%,8%,2%,4%,3%,-1%
COC(=O)c1ccccc1NC(=O)CSc1nc2cccnc2n1C,4%,-12%,·,-1%,15%,4%,5%,-2%
O=C(Cn1cc2c(n1)CCCC2)Nc1ccccc1Cl,-1%,1%,-12%,3%,8%,5%,9%,1%
COc1cccc(C2C(C#N)=C(N)Oc3cc(C)[nH]c(=O)c32)c1OC (stereo not given),-10%,2%,-24%,-3%,-8%,?,-7%,-6%
C=CCn1c(Cc2cccs2)nnc1SCC(=O)Nc1ccc(C(=O)OCC)cc1,-6%,3%,7%,7%,-2%,-10%,-1%,0%
COc1cc([N+](=O)[O-])cc(/C=N/NC(=O)c2cc(-c3ccccc3)nc3ccccc23)c1O,·,22µM*,·,0%,18%,·,-4%,-3%
C[C@]12C[C@@](C)(C=C1/C=C/c1ccccc1)C(=O)C[C@H]2c1ccccc1,·,13%,3%,-8%,1%,6%,0%,·
CCOc1ccc2nc(SCC(=O)Nc3ccc4c(c3)OCCO4)[nH]c2c1,-6%,-6%,14%,-3%,-3%,?,-2%,1%
O=c1c(-c2ccc(Cl)cc2)[n+]([O-])c2ccccc2n1O,-5%,-12%,5%,-4%,3%,-11%,0%,-10%
Cc1cc(NC(=O)CSc2ncnc3sc4c(c23)CCC(C)C4)no1 (stereo not given),0%,7%,12%,2%,3%,6%,0%,4%
C/C(=N\Nc1ccc(F)cc1F)c1ccc(N2CCOCC2)cc1,-7%,?,?,8%,-1%,16µM*,1%,?
Cc1cc(NC(=O)C2CCCCC2)n(-c2nc3ccccc3[nH]2)n1,?,-2%,11%,-1%,3%,-6%,5%,-14%
CCOc1ccc(Nc2ccc(N3C(=O)CCC3=O)cc2[N+](=O)[O-])cc1,-4%,2%,-16%,-4%,-4%,4%,-5%,-1%
COc1cccc(O)c1O,·,7.9µM*,-28%,2%,-17%,0.45µM*,-17%,·
Cc1ccc2[nH]c(=O)c3cc(C(=O)N(C)c4ccc(C)c(C)c4)sc3c2c1,·,2%,·,0%,-9%,·,0%,4%
CC1CCCC(C)N1/N=C/c1cc(Br)cc(Br)c1O (stereo not given),6%,13%,·,-5%,·,5%,-6%,10%
Clc1ccc(C2=NNC(=NCc3ccccc3)SC2)cc1,4%,6%,17%,-10%,-2%,10µM*,0%,-7%
O=C(CCCCCn1c(=O)[nH]c2ccsc2c1=O)NCc1cccs1,2%,5%,-10%,1%,3%,4%,-1%,2%
COc1ccc(-n2c3c(c(=O)[nH]c2=O)C(NS(=O)(=O)c2ccc(Cl)cc2)(C(F)(F)F)C(=O)N3)cc1 (stereo not given),·,4%,·,-3%,-2%,·,-4%,4%
C=CCNC(=O)CCCc1ccccc1,-6%,4%,5%,2%,-13%,9%,3%,5%
CN1/C(=C\C=C(C#N)C#N)C(C)(C)c2ccccc21,-4%,5%,3%,0%,202%[activator],9%,1%,-17%
CC(C)(C)n1nc2c(c1NC(=O)Cc1ccc(F)cc1)CSC2,-3%,1%,-17%,-3%,4%,7%,-4%,-1%
O=C(CC1C(=O)NCCN1Cc1c(F)cccc1Cl)NCCCn1cccn1 (stereo not given),·,-1%,·,0%,0%,·,5%,-7%
CCc1nc(SCC(=O)N2CCC(Cc3ccccc3)CC2)c2c(=O)n(C)c(=O)n(C)c2n1,-4%,1%,-62%[inhibitor],-7%,9%,1%,-7%,8%
COc1ccc(N2C(=O)C3CCCN3C2c2ccc(C)cc2)cc1 (stereo not given),-3%[15.4 µM],4%,16%,4%,7%,20µM*,4%,7%

# Molecules above containing a cyano group:
SMILES,GAA inhib,JMJD2E inh,SMN2 splice up,GAA spleen mod,RGS12 GoLoco inh,ALDH1A1 inh,aGal spleen mod,GAA glycogen
COc1cccc(C2C(C#N)=C(N)Oc3cc(C)[nH]c(=O)c32)c1OC (stereo not given),-10%,2%,-24%,-3%,-8%,?,-7%,-6%
CN1/C(=C\C=C(C#N)C#N)C(C)(C)c2ccccc21,-4%,5%,3%,0%,202%[activator],9%,1%,-17%

# More compounds:
SMILES,GAA inhib,JMJD2E inh,SMN2 splice up,GAA spleen mod,RGS12 GoLoco inh,ALDH1A1 inh,aGal spleen mod,GAA glycogen
COc1cccc(N2CC(=O)N(c3cccc(OC)c3)CC2=O)c1,8%,1%,5%,1%,9%,11%,8%,4%
COc1ccc(C2C3=C(CCCC3=O)Nc3n[nH]c(C)c32)cc1OC (stereo not given),2%,?,·,-4%,6%,-5%,-4%,-4%
CCOc1ccccc1COC(=O)c1cccc(-n2cnnn2)c1,-7%,-7%,12%,-1%,8%,-4%,7%,1%
CCCn1c(-c2cccs2)nc2ccccc21,-1%,?,-24%,2%,-3%,?,5%,-17%
CCN(CC)C(=O)Nc1ccccc1C,-2%,0%,-1%,4%,2%,2%,15%,3%
Cc1c(C(=O)NCc2cccs2)oc2ccccc12,0%,1%,1%,-2%,7%,2%,8%,0%
COc1ccc(CN2C(=O)NC(C)(c3ccc(C)cc3)C2=O)cc1F (stereo not given),-2%,3%,-37%[inhibitor],1%,206%[activator],0.35µM*,-2%,-5%
O=C(c1ccccc1Cl)N1CCn2c1nc1ccccc12,13%,-16%,·,-6%,0%,5%,0%,-9%
O=C(COc1ccccc1)NCC(c1cccs1)N1CCOCC1 (stereo not given),-2%,0%,-18%,-2%,0%,1%,5%,5%
COc1ccc(NC(=O)C23CC4CC(C2)CC(c2ccccc2)(C4)C3)c(OC)c1,-7%,0%,-9%,-8%,-6%,1%,3%,2%
CC(C)CN1CC[C@@]2(CCCN(C(=O)c3csnn3)C2)C1,·,·,14%,-6%,11%,-3%,0%,·
O=C(CSc1nnc(CNc2ccc(F)cc2)n1Cc1ccco1)N1CCOCC1,-12%,-8%,·,-8%,·,-2%,-8%,-11%
CN(C)Cc1c(O)ccc2ccccc12,·,?,·,3%,6%,·,17%,-1%
CSC1=NCCN1C(=O)c1c(-c2c(F)cccc2Cl)noc1C,·,8%,·,-7%,-5%,·,2%,5%
O=C1/C(=C\c2cccnc2)SC(=S)N1c1ccc(F)cc1,-1%,-9%,-9%,-2%,48%[activator],?,-2%,8%
Cc1cc(C)cc(NC(=O)CN2CCN(CCN=CC3=C(O)CC(C)(C)CC3=O)CC2)c1,-1%,?,3%,-5%,11%,?,-7%,-1%
CCCCN(CCCNC(=O)c1ccc2nc(N3CCOCC3)sc2c1)Cc1ccccc1,?,-8%,10%,6%,4%,-2%,8%,4%
CCCCCn1c(SCCN2CCOCC2)nc2c1c(=O)[nH]c(=O)n2C,7%,6%,5%,7%,2%,-15%,14%,-3%
CC(C)OC(=O)CCc1nc2ccccc2[nH]c1=O,9%,?,-27%,-2%,12%,?,-5%,6%
Cc1onc(-c2ccccc2Cl)c1C(=O)OCN1C(=O)c2ccccc2C1=O,1%,0%,-10%,-3%,1%,-1%,-6%,3%
Cc1c(C)[n+](=O)c2c(n1[O-])C(Br)CCC2Br (stereo not given),·,-22%,·,-4%,-33%,·,-1%,3%
COc1ccc(N2CCN(Cc3oc(CO)cc(=O)c3O)CC2)cc1,0%,?,-4%,0%,11%,-14%,5%,-27%
CC(CN1C(C)CCCC1C)OC(=O)c1ccccc1Cl (stereo not given),-8%,0%,26%,-4%,-3%,0%,5%,3%
CCCCN1C(=O)/C(=C2/Sc3ccccc3N2C)S/C1=N\c1ncn[nH]1,7%,2%,·,5%,15%,-2%,2%,3%
N#Cc1cccc(NC(=O)COC(=O)c2cccc(N3C(=O)c4ccccc4C3=O)c2)c1,2%,-3%,-6%,-2%,16%,3%,-1%,-6%
Cc1ccccc1NC(=S)N(C)Cc1cccs1,1%,4%,-3%,-9%,2%,13%,-6%,-4%
O=c1[nH]cnc2c1c(-c1ccccc1)cn2-c1ccc(Br)cc1,?,-3%,-2%,-3%,-7%,2%,-2%,1%

# Arranged by value in SMN2 splice up (low to high): 5 from the list above
mol	GAA inhib	JMJD2E inh	SMN2 splice up	RGS12 GoLoco inh	ALDH1A1 inh	aGal spleen mod	GAA glycogen
CC(C)OC(=O)CCc1nc2ccccc2[nH]c1=O	9%	?	-27%	12%	?	-5%	6%
O=C(Cn1cc2c(n1)CCCC2)Nc1ccccc1Cl	-1%	1%	-12%	8%	5%	9%	1%
Cc1c(C(=O)NCc2cccs2)oc2ccccc12	0%	1%	1%	7%	2%	8%	0%
C=CCn1c(Cc2cccs2)nnc1SCC(=O)Nc1ccc(C(=O)OCC)cc1	-6%	3%	7%	-2%	-10%	-1%	0%
Cc1cc(NC(=O)CSc2ncnc3sc4c(c23)CCC(C)C4)no1 (stereo not given)	0%	7%	12%	3%	6%	0%	4%

# Bioassay records as filed in PubChem.
